Pin1 inh = blocks the human prolyl isomerase Pin1; Q13526; Pin1 FP peptide displacement, HiFluor488, 10 min; Potency, µM (titrated, usually from 115 µM), for inactives: at the top dose activity, negative = inhibition, most hits filed as inhibitors; actives 0.009% (n = 390,000); AID 504891; active means well fitted inhibition curve with a large enough effect in the polarisation, with a control signal flat, not every such curve was filed as active; inconclusive means small, poorly fitted or top-dose-only effect, or effect the other way, or a change in a side signal; inactive means no such curve, though single readings can be large or run the other way; the % refers to the polarisation; further: potency means the concentration at half of the fitted maximal effect; on the % scale 0 is the no-effect control and ±100 the full control effect
HP1b chromo inh = blocks HP1-beta chromodomain binding to methylated histone tails | Potency, µM (series often up to 114 µM), for inactives: top-dose activity change, negative = inhibition, most hits filed as inhibitors | actives 0.56% (n = 390,000) | P83916 | AlphaScreen HP1-beta / biotin-H3K9me3 peptide binding; further: potency means the concentration at half of the fitted maximal effect; nearly all actives have a fitted effect of over 70% in size; inactives centre near 23
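Compound inhibition of the preformed complex between 50 nM HP1-beta and 50 nM biotinylated H3K9me3 peptide was read by AlphaScreen. Buffer was PBS pH 7.4 with 0.01% Tween-20. Incubations ran 30 min at room temperature, with 10 ug/mL donor/acceptor beads.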
G9a inh = blocks human histone lysine methyltransferase G9a; G9a H3K9 monomethylation, AlphaScreen, 2 h; Potency, µM (series often up to 102 µM), for the others: at the highest dose activity, negative = inhibition, usual class: inhibitors; actives 8.8% (n = 350,000); further: potency means the concentration at half of the fitted maximal effect; on the % scale 0 is the no-effect control and ±100 the full control effect; nearly all actives have a fitted effect of over 75% in size
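AlphaScreen detection with an anti-monomethyl H3K9 antibody quantified product after a 2 h room-temperature reaction containing 500 nM biotinylated H3K9 peptide, 20 µM SAM and 20 nM enzyme, which had been preincubated 15 min with compound.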
BAZ2B block = blocks human BAZ2B; actives 4.4% (n = 360,000); AlphaScreen BAZ2B-H3K14Ac peptide displacement; Potency, µM (top dose mostly 114 µM), inactives show top-dose activity change, negative = inhibition, usual class: inhibitors; AID 504333; further: potency means the concentration at half of the fitted maximal effect; on the % scale 0 is the no-effect control and ±100 the full control effect; nearly all actives have a fitted effect of over 60% in size
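BAZ2B 50 nM plus b-H3(5-23)K14Ac 50 nM, PBS pH 7.4/0.01% Tween-20, 30 min RT; compound added (max 110 uM), 30 min RT; streptavidin donor/Ni-chelate acceptor beads 10 ug/mL final, 20 min dark; AlphaScreen read.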
GLS inh = blocks human kidney-isoform glutaminase activity. O94925. GLS enzymatic activity, qHTS titration. Potency, µM (top dose mostly 45.5 µM), for inactives: at the top dose activity change, negative = inhibition, hits mostly inhibitors. actives 0.21% (n = 410,000); further: potency means the concentration at half of the fitted maximal effect; on the % scale 0 is the no-effect control and ±100 the full control effect
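Enzyme dispensed in phosphate buffer (45 mM, pH 8.2, 0.02% Tween-20), compounds pinned in, then 1 mM L-glutamine solution and the glutamate oxidase–HRP–Amplex Red mix added; fluorescence read immediately and again after 30 min at room temperature.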
PI4K2A inh = PI4K2A (human) kinase inhibition; Q9BTU6; purified PI4K2A, ADP-Glo luminescence, 1 h; stronger effect = lower value; activity change, negative = inhibition, % at 76.9 µM; actives 0.13% (n = 420,000); AID 1346378; in the data active means activity change below about -50%; inconclusive means mostly about -30% to -49%;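 further: -100% = wells without enzyme as full effect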
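ADP-Glo luminescence measured ADP generated by PI4K2A enzyme (4 ug/mL before mixing) with 1.2 mM PI substrate (pre-mix) and 300 microM ATP (pre-mix). Tris pH7.5 buffer with MgCl2, Triton X-100; 1 h reaction at ambient temperature.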
JMJD2A Tudor = inhibitors of human JMJD2A Tudor domain. O75164. Potency, µM (highest dose often 114 µM), without a hit: at the highest dose activity change, negative = inhibition, actives largely listed as inhibitors. actives 4.4% (n = 390,000). AlphaScreen JMJD2A-Tudor / H3K4me3 peptide binding. AID 504339; further: potency means the concentration at half of the fitted maximal effect; on the % scale 0 is the no-effect control and ±100 the full control effect; nearly all actives have a fitted effect of over 50% in size
Target sequence (O75164 whole entry, looked up, the tested form may be a part): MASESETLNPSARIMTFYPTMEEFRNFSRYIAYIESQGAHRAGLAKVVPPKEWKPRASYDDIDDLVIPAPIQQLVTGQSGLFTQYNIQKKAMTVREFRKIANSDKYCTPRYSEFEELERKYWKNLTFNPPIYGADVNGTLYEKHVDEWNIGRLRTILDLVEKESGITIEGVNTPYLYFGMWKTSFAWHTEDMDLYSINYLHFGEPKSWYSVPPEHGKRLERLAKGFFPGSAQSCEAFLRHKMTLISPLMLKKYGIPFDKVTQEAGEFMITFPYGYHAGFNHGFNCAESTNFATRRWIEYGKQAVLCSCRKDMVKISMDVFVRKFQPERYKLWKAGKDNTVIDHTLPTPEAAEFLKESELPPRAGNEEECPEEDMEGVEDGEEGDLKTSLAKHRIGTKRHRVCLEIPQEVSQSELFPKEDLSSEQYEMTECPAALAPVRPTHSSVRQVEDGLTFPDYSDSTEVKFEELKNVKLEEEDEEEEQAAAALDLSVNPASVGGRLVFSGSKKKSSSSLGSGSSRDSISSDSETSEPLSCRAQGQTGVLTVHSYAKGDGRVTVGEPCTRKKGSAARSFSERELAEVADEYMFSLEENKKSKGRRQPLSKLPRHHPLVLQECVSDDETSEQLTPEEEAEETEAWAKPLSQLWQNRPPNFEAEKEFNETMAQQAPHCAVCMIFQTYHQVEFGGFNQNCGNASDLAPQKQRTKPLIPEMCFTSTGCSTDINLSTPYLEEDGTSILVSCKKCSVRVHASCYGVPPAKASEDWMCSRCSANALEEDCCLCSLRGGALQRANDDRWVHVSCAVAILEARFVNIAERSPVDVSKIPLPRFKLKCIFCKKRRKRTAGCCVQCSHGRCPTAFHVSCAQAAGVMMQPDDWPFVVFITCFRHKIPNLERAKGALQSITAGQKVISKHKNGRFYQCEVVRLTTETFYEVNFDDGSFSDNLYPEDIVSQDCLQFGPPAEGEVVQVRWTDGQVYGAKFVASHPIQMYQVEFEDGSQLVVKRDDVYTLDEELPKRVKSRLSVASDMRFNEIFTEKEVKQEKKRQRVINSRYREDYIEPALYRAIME
PGK inhibitor = T. brucei PGK inhibition | P07378 | PGK/GAPDH coupled, Kinase-Glo luminescence, 60 min | Potency, µM (top dose mostly 57.5 µM), without a hit: top-dose activity change, negative = inhibition, hits mostly inhibitors | actives 0.043% (n = 380,000) | AID 602233; further: potency means the concentration at half of the fitted maximal effect; on the % scale 0 is the no-effect control and ±100 the full control effect; nearly all actives have a fitted effect of over 60% in size
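Recombinant glycosomal PGK reaction used 1,3-bisphosphoglycerate generated in-well by GAPDH (100nM final) in 100mM TEA pH 7.6, 5mM MgCl2, 0.01% Tween-20. After 60 minutes at room temperature, ATP was read by Kinase-Glo Plus luminescence end-point.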
ERG-DNA inh = ERG Ets/DNA interaction inhibition; actives 0.028% (n = 370,000); AID 624246; fluorescence polarization, His-ERG Ets domain / labelled DNA; Potency, µM (doses to about 76.9 µM), for the others: top-dose FP activity, negative = inhibition, hits mostly inhibitors; active means well fitted inhibition curve with a large enough effect in the polarisation, with a control signal flat; inconclusive means small, poorly fitted or top-dose-only effect, or effect the other way, or a change in a side signal; inactive means no such curve, though single readings can be large or run the other way; the % refers to the polarisation;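 further: polarization taken with two DNA probes labelled with fluorescein and Texas red; potency means the concentration at half of the fitted maximal effect; % of control where 0% means no effect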
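His-tagged ERG Ets domain (1 uM in the protein solution; 300mM KCl, 50mM Tris-HCl, 1mM EDTA, 1mM DTT, pH 7.5) received compound, then a probe mix of 5 nM fluorescein-DNA and 100nM Texas-615-DNA. Fluorescence polarization was read for both dyes.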
* hit, by the source's call; i = inactive; ? = inconclusive; / = no result given; & = joins results of further samples; [ ] = dose if it differs, or a comment. Unless noted, the call rests on the fitted dose curve; in most records, active means well fitted curve in the direction sought with a large enough effect; inconclusive means small, poorly fitted or top-dose-only effect, or another doubt; inactive means no such curve, though single readings can be large; an effect the other way counts as inactive or inconclusive.

SMILES	Pin1 inh	HP1b chromo inh	G9a inh	BAZ2B block	GLS inh	PI4K2A inh	JMJD2A Tudor	PGK inhibitor	ERG-DNA inh
Cc1ccc(CNS(=O)(=O)c2ccc(-n3cnnn3)c(C)c2)cc1	-6%	4%	-4%	4%	-14%	0	2%	1%	-3%
COc1cccc(C(=O)Nc2ccc(-n3nncc3-c3ccccc3)cc2)c1OC	?	-13%	4%[59 µM]	-22%	7%	-3	?	-2%	2%
Cc1cccc(C)c1NC(=O)CN(C)C(=O)c1ccccc1Sc1ccccc1C#N	7%	49%[activator]	-1%[12.7 µM]	8%	1%	0	-12%	i	-8%
O=C(NCc1ccncc1)C1CCC(=O)N(CCc2ccc(Cl)cc2)C1 (stereo unspecified)	9%	32%	/	-3%	-1%	2	-2%	i	-5%
COc1cccc(CN2CCSCC2)c1OC	0%	?	/	79µM*	-1%	3	20µM*	-3%	-3%
CCCOc1ccc(C(=O)OCC(=O)c2c(N)n(C)c(=O)n(C)c2=O)cc1OC	2%	30%	3%	-3%	-14%	8	1%	-10%	6%
CCOC(=O)C1C(=O)OC2(CCCCC2)C1C(=O)OCC (stereo unspecified)	-8%	16%	4%[12.7 µM]	16%	6%	1	-4%	-10%	/
CCN(CC(O)COc1ccc(OCC(O)CN(CC)C2CCCCC2)cc1)C1CCCCC1 (stereo unspecified)	2%	11%	/	/	-1%	-5	-17%	-4%	5%
CCOc1ccc(NC(=O)CN(C)C(=O)Cn2c(=O)oc3ccccc32)cc1OCC	-5%	18%	10%[0.501 µM]	-5%	-1%	-2	-9%	0%	-8%
COc1ccc(C(=O)NC2CCN(C(=S)Nc3ccc(C)c(C)c3)CC2)cc1	-10%	63%[activator]	15%[59 µM]	-3%	6%	-4	2%	-11%	1%
CN1C(C)(C)c2ccccc2OS1(=O)=O	-5%	42%[activator]	22%	3%	-9%	-2	3%	-1%	-5%
COC(=O)c1ccccc1NC(=O)c1ccccc1NS(C)(=O)=O	-1%	25%	-7%[59 µM]	-2%	16%	-2	-2%	/	/

A run of entries from further up:
SMILES	Pin1 inh	HP1b chromo inh	G9a inh	BAZ2B block	GLS inh	PI4K2A inh	JMJD2A Tudor	PGK inhibitor	ERG-DNA inh
O=C(NCc1ccncc1)C1CCC(=O)N(CCc2ccc(Cl)cc2)C1 (stereo unspecified)	9%	32%	/	-3%	-1%	2	-2%	i	-5%
COc1cccc(CN2CCSCC2)c1OC	0%	?	/	79µM*	-1%	3	20µM*	-3%	-3%
CCCOc1ccc(C(=O)OCC(=O)c2c(N)n(C)c(=O)n(C)c2=O)cc1OC	2%	30%	3%	-3%	-14%	8	1%	-10%	6%
CCOC(=O)C1C(=O)OC2(CCCCC2)C1C(=O)OCC (stereo unspecified)	-8%	16%	4%[12.7 µM]	16%	6%	1	-4%	-10%	/
CCN(CC(O)COc1ccc(OCC(O)CN(CC)C2CCCCC2)cc1)C1CCCCC1 (stereo unspecified)	2%	11%	/	/	-1%	-5	-17%	-4%	5%
CCOc1ccc(NC(=O)CN(C)C(=O)Cn2c(=O)oc3ccccc32)cc1OCC	-5%	18%	10%[0.501 µM]	-5%	-1%	-2	-9%	0%	-8%
COc1ccc(C(=O)NC2CCN(C(=S)Nc3ccc(C)c(C)c3)CC2)cc1	-10%	63%[activator]	15%[59 µM]	-3%	6%	-4	2%	-11%	1%
CN1C(C)(C)c2ccccc2OS1(=O)=O	-5%	42%[activator]	22%	3%	-9%	-2	3%	-1%	-5%
COC(=O)c1ccccc1NC(=O)c1ccccc1NS(C)(=O)=O	-1%	25%	-7%[59 µM]	-2%	16%	-2	-2%	/	/

(cont.)
SMILES	Pin1 inh	HP1b chromo inh	G9a inh	BAZ2B block	GLS inh	PI4K2A inh	JMJD2A Tudor	PGK inhibitor	ERG-DNA inh
Cc1ccc(-c2nnc(SCC(=O)N3CCOCC3)nc2-c2ccc(C)cc2)cc1	7%	-2%	?	?	5%	2	?	8%	0%
COc1ccc(CCNC(=O)c2cccc(Br)c2)cc1OC	-1%	38%[activator]	/	4%	-1%	4	1%	4%	7%
CCN1C(=O)[C@H]2[C@H]3CN=C(SCc4ccc(C(=O)OC)cc4)N3[C@@](Cc3ccccc3)(C(=O)OC)[C@H]2C1=O	-2%	23%	/	/	2%	-1	-31%	0%	-2%
O=C(Nc1cc(Cl)cc(Cl)c1)c1ccc(F)c(S(=O)(=O)N2CCN(c3ccccc3F)CC2)c1	8%	24%	-17%[59 µM]	2%	-5%	6	-17%	-2%	1%
CCn1nc(C(=O)NCc2ccco2)c(Cl)c1Cl	6%	12%	22%[59 µM]	-2%	12%	1	-11%	6%	0%
COc1cc(/C=N/NS(=O)(=O)c2ccc(C)cc2)ccc1OCc1ccc(C(=O)O)cc1	?	19%	-35%	-10%	0%	1	-10%	10%	-1%
O=C(NCCCN1CCN(Cc2ccccc2)CC1)C1CCN(c2nnc(-n3cccc3)s2)CC1	-5%	-7%	-10%	-14%	-14%	2	?	1%	-3%
CCOc1ccc(S(=O)(=O)n2c(C)nc3ccccc32)cc1	2%	26%	-17%	-2%	0%	0	-11%	-1%	-3%
CC1=C(C(=O)OCc2ccccc2)C(c2ccc3ccccc3c2)NC(=O)N1CCCCCC(=O)O (stereo unspecified)	0%	8%	?	?	2%	-2	-24%	7%	-3%
COc1ccc(/C(O)=C/Sc2nnc(Cc3ccccc3)o2)cc1	0%	51%[activator]	?	1%	4%	-4	1%	-8%	2%
Cn1c(SCc2cnc(-c3ccccc3)s2)nnc1C1COc2ccccc2O1 (stereo unspecified)	-3%	8%	?	5%	9%	14	?	i	5%
CCCn1c2ccccc2c2cnn(CC(=O)NC(C)CC)c(=O)c21 (stereo unspecified)	1%&-5%	29%&14%	5%	1%&0%	-11%&3%	2&2	-11%&-12%	0%&0%	7%&1%
CCNC(=O)c1ccc(CSc2nc3ccncc3n2Cc2ccc(F)cc2)cc1	-1%	67%[activator]	-26%[59 µM]	2%	-1%	-3	-1%	-10%	-1%
CCN(CC(=O)Nc1ccc2c(c1)OCCO2)C(=O)/C=C/c1ccc(OC)cc1OC	-2%	4%	-6%	-32%	4%	2	-26%	-1%	14%
Cc1ccc(C2(C)NC(=O)N(CC(=O)NC(=O)NC(C)C)C2=O)cc1 (stereo unspecified)	-2%	2%	7%	-33%	2%	2	-14%	-6%	13%
C=CCn1c(NC(=O)c2ccccc2Cl)c(C#N)c2nc3ccccc3nc21	?	40%[activator]	12%[59 µM]	10%	2%	?	-23%	-7%	0%
O=C(NCCCN1CCOCC1)c1cn(-c2ccccc2)nc1-c1ccc(Br)cc1	-1%	-3%	/	/	7%	-2	-32%	i	/
CN(C)c1ccncc1C(=O)Nc1ccc(F)cc1F	5%	-3%	/	-6%	4%	3	-5%	8%	-3%
CCN(CC)S(=O)(=O)c1ccc2oc(C(=O)NC(C)C)c(C)c2c1	-6%	?	1%[2.33 µM]	5%	3%	-1	?	11%	-2%
Fc1ccc(Nc2c(-c3ccccn3)nc3ccc(Cl)cn23)cc1	2%	33%	-2%[59 µM]	?	22%	-5	?	i	2%
CC(C)NC(=O)COc1nncc2ccccc12	7%	19%	10%	-3%	3%	2	1%	5%	2%
CSc1nc2nccc(/C=C\c3ccccc3)n2n1	6%	40%	68%[activator][59 µM]	4%	-5%	16	6%	i	4%
Cc1ccc(-n2ncc3c2CCCC3NC(=O)CCN2CCCC2=O)cc1C (stereo unspecified)	-9%	28%	10%	-3%	-4%	3	-6%	1%	0%
COc1cccc(OCc2ccc(C(=O)NCC3CCCO3)cc2)c1 (stereo unspecified)	1%	11%	12%	-1%	-14%	-1	?	-1%	2%
Cc1ccc(C(=O)Nc2cc3c(cc2N2CCCCC2)n(C)c(=O)n3C)cc1	-10%	61%[activator]	-3%[59 µM]	-18%	-3%	0	-14%	7%	10%
COc1ccc(C2(C)NC(=O)N(CC(=O)c3cc(C)n(C4CC4)c3C)C2=O)cc1OC (stereo unspecified)	4%	-15%	16%[12.7 µM]	?	7%	-3	-35%	i	-8%
Nc1nnc2c(C(F)(F)F)nc3ccccc3n12	0%	2%	15%[2.33 µM]	4%	5%	-2	-9%	7%	-11%
O=C(NC1CCCC1)C(c1cccnc1)N(Cc1ccccc1F)C(=O)c1csnn1 (stereo unspecified)	-3%	-11%	5%	3%	1%	0	-10%	-5%	0%

Source: PubChem BioAssay (National Center for Advancing Translational Sciences (NCATS))
